Jurkat autofluor = compound autofluorescence on Jurkat cells, primary screen, artefact control for VLA-4 allosteric ligand project, cell-based, flow cytometry. hits give high values; 1 = vehicle-only cell background. fluorescence ratio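 (tested at 10 µM compound in the well)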. hit rate 0.61% among 24,000;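 active = fluorescence ratio above 2.44, which is 1 plus 3 SD of all ratios; inconclusive = signal too bright to measure linearly, ratio around 10 or more; inactive = fluorescence ratio below 2.44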;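 note: green fluorescence of cells measured with 488 nm excitation and 530 nm emission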
VLA-4 antagonist = inhibitors of LDV-FITC binding to Mn2+-activated VLA-4, primary screen, Jurkat cells; Integrin alpha-4 (Homo sapiens), P13612; LDV-FITC binding with Mn2+, flow cytometry; 100% = Mn2+-driven binding gain fully reversed; inhibition, % at 10 µM (by protocol); hit rate 0.2% among 24,000; AID 529, 2006;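 active = inhibition above 50%; inconclusive = compound itself fluorescent, judged against control cell fluorescence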;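 note: 0% = Mn2+ stimulated cells lacking compound and 100% = ligand binding without Mn2+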
Target sequence (P13612 whole entry, looked up): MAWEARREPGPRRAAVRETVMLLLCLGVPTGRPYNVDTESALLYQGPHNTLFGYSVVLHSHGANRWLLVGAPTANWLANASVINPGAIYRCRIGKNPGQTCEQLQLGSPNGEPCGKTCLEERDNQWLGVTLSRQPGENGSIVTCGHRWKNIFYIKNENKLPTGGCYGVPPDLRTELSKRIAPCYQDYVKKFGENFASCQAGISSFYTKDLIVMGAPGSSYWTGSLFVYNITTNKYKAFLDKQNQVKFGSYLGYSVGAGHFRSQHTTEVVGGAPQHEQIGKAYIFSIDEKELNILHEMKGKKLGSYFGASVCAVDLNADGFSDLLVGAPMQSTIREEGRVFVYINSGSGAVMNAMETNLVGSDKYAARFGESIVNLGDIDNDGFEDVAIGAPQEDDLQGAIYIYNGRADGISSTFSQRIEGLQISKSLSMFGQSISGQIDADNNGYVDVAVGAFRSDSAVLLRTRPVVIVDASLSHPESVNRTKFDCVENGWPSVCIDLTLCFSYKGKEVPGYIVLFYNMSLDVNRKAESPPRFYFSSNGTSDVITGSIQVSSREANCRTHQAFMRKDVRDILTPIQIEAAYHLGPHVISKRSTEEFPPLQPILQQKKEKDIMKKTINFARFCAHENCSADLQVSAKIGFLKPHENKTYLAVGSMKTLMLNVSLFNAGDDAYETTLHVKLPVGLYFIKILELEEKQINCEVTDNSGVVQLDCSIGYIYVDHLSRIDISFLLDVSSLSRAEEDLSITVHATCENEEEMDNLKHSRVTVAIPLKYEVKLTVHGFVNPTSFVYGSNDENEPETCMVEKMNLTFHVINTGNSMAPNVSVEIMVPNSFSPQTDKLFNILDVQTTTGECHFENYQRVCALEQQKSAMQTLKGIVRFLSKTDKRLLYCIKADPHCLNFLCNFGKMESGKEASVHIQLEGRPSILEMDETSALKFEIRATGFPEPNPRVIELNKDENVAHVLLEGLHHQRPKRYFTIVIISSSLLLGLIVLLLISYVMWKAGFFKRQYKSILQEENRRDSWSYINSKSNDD
Prostate diff = activators of LNCaP prostate cell differentiation, primary screen, flow cytometry side scatter | AID 795, 2007 | hit rate 0.56% among 24,000 | 4 d | side scatter shift, % at 10 µM;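 active = side scatter shift above 30%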;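 note: androgen-responsive LNCaP prostate cancer cells in charcoal-stripped serum medium; percent of cells past a gate set so DMSO wells show 10% shift; higher shift means more granular cells and more differentiation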
VLA-4 agonist = enhancers of LDV-FITC binding to VLA-4 integrin, primary screen, Jurkat cells, flow cytometry; Integrin alpha-4 (Homo sapiens), P13612; activation, % at 10 µM (by protocol); 24,000 tested, under 10 active;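 active = fluorescent ligand binding to cells raised by more than 40% of the manganese-induced maximum; inconclusive = compound's own fluorescence above 85% of the ligand control signal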;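 note: 0% = ligand binding without compound and 100% = manganese-stimulated maximal binding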
* = called active by the depositor; ? = inconclusive; / = no result given. The list is partial; the hit share may differ from the screen's.

Jurkat autofluor	VLA-4 antagonist	Prostate diff	VLA-4 agonist	Structure
0.97	19	3	-6	Cc1oc(-c2ccccc2F)nc1CS(=O)(=O)CC(=O)NC1CCCC1
1	-8	13	6	Brc1ccc(-c2noc(CCc3ccccc3)n2)o1
1.1	-33	1	6	Cc1ccc(-n2ncc(C(=O)N3CCc4ccccc4C3)c2NC(=O)c2ccco2)cc1C
1	-8	4	1	O=C1C2CCCN2C(c2ccccc2)N1c1cccc(Cl)c1 (stereo not drawn)
1.3	14	11	-6	O=C(CN1CCN(CCOCCO)CC1)N1c2ccccc2Sc2ccc(Cl)cc21
1.1	3	10	5	CC1CC(C)CN(CCCNC(=O)C2CCN(S(=O)(=O)N3CCCCC3)CC2)C1 (stereo not drawn)
1.1	-10	3	1	O=C(NCc1ccco1)c1csc2c1CCCCC2
1	-8	10	-2	CC1CCCC(NC(=O)c2ccc(CNc3c(N4CCCC4)c(=O)c3=O)cc2)C1C (stereo not drawn)
1	7	7	1	CCCc1cc(C(=O)N2CCN(C(c3ccccc3)c3ccccc3)CC2)no1
1.1	-7	9	-4	O=C(CCN1C(=O)COc2ccccc21)NCCN1CCN(c2cccc(Cl)c2)CC1
1.1	8	5	-5	O=c1c2cc(N3CCOCC3)ccc2[nH]c(=S)n1Cc1ccco1
0.95	-16	5	2	O=C(CSc1nnc(-c2ccco2)n1-c1ccccc1)N1CCN(C(=O)c2ccco2)CC1
0.98	10	9	1	Cc1noc(C)c1S(=O)(=O)Nc1ccc(C(=O)O)cc1
1	-17	9	2	COc1ccc(C2C(C(=O)N3CCCCC3)c3ccccc3C(=O)N2C)cc1 (stereo not drawn)
1.1	7	8	0	CCN1C(=O)c2ccccc2Sc2ccc(C(=O)NCCN3CCOCC3)cc21
1.2	-11	8	1	COC(=O)c1cc(NS(=O)(=O)c2ccc3c(c2)CCC(=O)N3)cc(C(=O)OC)c1
1.2	1	2	1	COc1ccc(C2c3sc(=O)[nH]c3SC3C(=O)N(c4ccccc4)C(=O)C32)cc1 (stereo not drawn)
0.96	-10	7	8	C=CCn1c(SCC(=O)NC23CC4CC(CC(C4)C2)C3)nc(O)cc1=O
1	3	6	6	COc1ccc(C2OC(=O)CC2C(=O)NC2CCCCCC2)cc1OC (stereo not drawn)
1.1	-16	1	1	CC1(C)CC(=O)C(C=NCCc2ccc(S(N)(=O)=O)cc2)=C(O)C1
1.3	?	11	?	Cn1c(=O)[nH]c(=O)c2c1nc(CN1CCN(c3cccc(Cl)c3)CC1)n2CCN1CCOCC1
1.2	12	7	4	CCOC(=O)c1c(C)c(C(=O)Nc2ccc3c(c2)OCO3)c(C)n1C
1	-17	3	2	COc1ccc(CC(=O)NCc2cccs2)cc1
1	-17	10	7	O=C(c1ccc(NS(=O)(=O)c2cccs2)cc1)N1CCCCC1
1	13	16	-4	CCN1CCCC1CNC(=O)Cn1cccc1C(=O)c1ccccc1C (stereo not drawn)
1	16	1	-5	COCCNC(=O)c1cc2c(-c3ccc(Cl)cc3)nn(C)c2s1
1	-20	5	-5	Cc1c(C(=O)NCc2cccnc2)oc2ccc(S(=O)(=O)N3CCCCC3)cc12
1.1	?	4	?	Cc1cnc(C(=O)Nc2ccccc2-n2cccc2)cn1
1.1	-23	3	-5	CCOc1ccccc1C1CC(c2ccccc2)Nc2nc(N)nn21 (stereo not drawn)
1	0	8	-2	Cc1ccc(-c2nc(CSCC(=O)NCc3cccnc3)c(C)o2)cc1
1.1	-15	3	2	Cc1c(C(=O)O)oc2ccc(S(=O)(=O)NCCC3=CCCCC3)cc12
1.1	16	14	-13	COC(=O)c1c(NC(=O)CSc2nnc(-c3cccnc3)n2Cc2ccco2)sc(C)c1C
1.1	-15	3	7	O=C(c1cc2c(s1)-c1ccccc1OC2)N1CCN(c2ccccn2)CC1
0.94	5	9	-1	O=C(CCS(=O)(=O)c1cccc2nonc12)NCCc1ccccc1
1.1	15	3	-2	CCn1c(=O)c2cc(C(=O)NCc3cccs3)sc2c2ccccc21
1.1	0	9	-5	Cc1cccc2cc(CN(Cc3nnnn3C3CCCC3)C3CCCCC3)c(=O)[nH]c12
0.99	-1	4	-2	CNC(=O)c1nnc(Cc2ccc(F)cc2)o1
1	4	24	-6	CCCn1cc(S(=O)(=O)CC(=O)Nc2ccc(OCC)cc2)c2ccccc21
0.95	-2	6	1	CCOC(=O)N1CCC(N2C(=O)c3ccccc3C2Nc2ccc3c(C)cc(=O)oc3c2)CC1 (stereo not drawn)
1.1	4	10	-4	CC(=O)NCCc1cc2cc(C)c(C)cc2[nH]c1=O
1.1	-30	1	0	CCc1ccc(S(=O)(=O)c2n[nH]n3c2nc(=O)c2ccccc23)cc1
1.1	-4	5	5	CCOC(=O)N1CCN(CC(=O)c2ccc3c(c2)CCN3C(C)=O)CC1
0.99	-13	7	-3	CCN1CCN(c2cc3c(cc2F)c(=O)c(C(=O)O)cn3C2CC2)CC1
1.1	9	6	0	Cc1ccc(CNC(=O)CCS(=O)(=O)c2ccc(Br)s2)o1
0.91	-4	6	3	COc1cc(N2C(=O)NC3CC2(C)Oc2ccccc23)cc(OC)c1OC (stereo not drawn)
1.1	?	8	?	CCOC(=O)N1CCN(S(=O)(=O)c2cc(Cl)c(OC)cc2Cl)CC1
1	28	3	-4	O=C(Nc1ccc2oc(-c3ccccc3Cl)nc2c1)c1cncc(Br)c1
1.6	2	5	0	Cc1nc2ccccc2nc1OCC(=O)Nc1cc(C(F)(F)F)ccc1N1CCOCC1
2.4	?	12	?	Cn1c(=O)oc2cc(S(=O)(=O)NCCN3CCCCCC3)ccc21
1.1	8	5	2	O=C(COc1ccc(Cl)cc1)NCc1nnc(SCC(=O)N2CCCc3ccccc32)o1
1.1	49	4	-8	CCc1nc(C)c(-c2ccccc2)c(=O)[nH]1
1	?	11	?	Cc1nc2sc(C(c3ccco3)N3CCc4ccccc4C3)c(O)n2n1 (stereo not drawn)
1	40	10	-6	NC1=NC(c2ccc(Cl)cc2)n2c(nc3ccccc32)N1 (stereo not drawn)
0.95	-8	3	7	COc1ccc(-n2nnc3c(SCc4ccccc4)ncnc32)cc1
0.97	4	13	-7	COc1cccc(NC(=O)C2C3C=CC4(O3)C2C(=O)N(C2CC2)C4C(=O)NC2CCCCC2C)c1 (stereo not drawn)
1.1	5	8	1	CCOC(=O)N1CCN(C(=O)Cn2ncc3c2-c2ccccc2OC3)CC1
1.2	17	/	-6	COc1ccc2[nH]c3c(NCCCN4CCCC4=O)ncnc3c2c1
0	?	3	?	CCN(CC)CCn1c(=S)[nH]c2cc(Cl)ccc2c1=O
0.99	-6	2	-2	COC(=O)c1sc2ccccc2c1C(=O)OC
1.2	-21	10	11	COC(=O)c1c(NC(=O)C2CC=CCC2C(=O)O)sc(C(N)=O)c1C (stereo not drawn)

Profiles from above:
CCOC(=O)N1CCN(CC(=O)c2ccc3c(c2)CCN3C(C)=O)CC1 as listed: Jurkat autofluor: 1.1; VLA-4 antagonist: -4; Prostate diff: 5; VLA-4 agonist: 5
COc1ccc2[nH]c3c(NCCCN4CCCC4=O)ncnc3c2c1 as listed: Jurkat autofluor: 1.2; VLA-4 antagonist: 17; Prostate diff: /; VLA-4 agonist: -6

Looked up above:
`CCOC(=O)N1CCC(N2C(=O)c3ccccc3C2Nc2ccc3c(C)cc(=O)oc3c2)CC1` (stereo not drawn) in Prostate diff is listed with 6
`CCN1CCN(c2cc3c(cc2F)c(=O)c(C(=O)O)cn3C2CC2)CC1` in Jurkat autofluor is listed with 0.99

More records:
Jurkat autofluor	VLA-4 antagonist	Prostate diff	VLA-4 agonist	Structure
1	-20	3	4	CN(C)CCC(c1ccc(Br)cc1)c1ccccn1 (stereo not drawn)
1	-24	7	-5	COc1ccc(S(=O)(=O)N2CCSC2c2ccccc2)cc1 (stereo not drawn)
1.1	2	5	1	CCC(Sc1ccc2nnc(-c3ccc(OC)c(OC)c3)n2n1)C(=O)O (stereo not drawn)
0.97	8	12	11	CCC1Oc2ccccc2N(CC(=O)NCCCN2CCN(Cc3ccccc3)CC2)C1=O (stereo not drawn)
1.1	12	13	6	CCOC(=O)c1cnc(-n2nc(C)cc2C)nc1Nc1ccc(N(C)C)cc1
1.1	-8	7	1	CCOc1ccc(S(=O)(=O)n2ccnc2)c2ccccc12
0.97	-2	5	-10	Cc1cccc(N(C(=O)c2cnc3n(c2=O)CCS3)C2CCCCC2)c1
0.99	-4	3	2	CC(O)c1nc2ccccc2n1C1CCCCC1 (stereo not drawn)
1.1	15	14	-6	CCn1cc(C(=O)NC2CCCC2)c(=O)c2cc(S(=O)(=O)N3CCOCC3)ccc21
1	-10	3	4	COc1ccc(/C=C(/C#N)c2cccnc2)cc1OC
1	-5	6	1	COc1ccc(CC(=O)Nc2c3c(nn2-c2cccc(C)c2C)CS(=O)(=O)C3)cc1
1.1	13	9	-14	CCn1c(=O)cc(SCC(=O)Nc2cccnc2)c2ccccc21
0.96	6	15	0	Cc1nn(-c2ccccc2)c2c1C(=O)NC(=O)C(C)(C)C2
0.93	-14	5	1	FC(F)(F)c1cc(-c2ccccc2)nc(NCC2CCCO2)n1 (stereo not drawn)
1	-14	12	5	COCCCNC(=O)C1CCCN(C(=O)Nc2ccc(OC)cc2)C1 (stereo not drawn)
1	-7	8	-2	C=CCSc1nnc(Cc2c(C)[nH]c3ccccc23)o1
1	8	10	0	CC(=O)c1cc(C#N)c(SCC(=O)OC(C)(C)C)nc1C
0.98	-15	16	0	CC(C)C(c1nnnn1CC1CCCO1)N1CCN(Cc2ccc3c(c2)OCO3)CC1 (stereo not drawn)
0.98	-3	4	1	COc1ccc(-c2cc(C(=O)NCC(C)C)no2)cc1
0.96	-9	4	1	COc1ccc(-c2ccc(=O)[nH]n2)cc1
1.2	-5	1	?	Cc1ccc(C)c(S(=O)(=O)N2CCC(c3nc4c(nnn4Cc4ccc(F)cc4)c(=O)[nH]3)CC2)c1
1	16	5	-3	Cc1cc(C)n2c(SCc3ccc(C#N)cc3)nnc2n1
0.97	-3	5	2	CCOc1ccc(-c2cc(CCCC(=O)NCc3ccco3)no2)cc1
1	-2	21	-4	CC(C)(C)C1CCc2onc(C(=O)Nc3cnn(Cc4ccc(F)cc4)c3)c2C1 (stereo not drawn)
1.2	?	5	?	Cc1cc2c(cc1C)/C(=C\C(N)=O)NC(C)(C)C2
1	-18	2	1	CCCCC(CC)C(=O)Nc1ccc(Cl)cn1 (stereo not drawn)
1.2	?	8	?	N#Cc1cccc(NC(=O)Nc2cccs2)c1
1	-6	6	-3	Cc1ccc(NC(=O)Cn2cccc2)cc1Cl
1.1	11	7	-13	CCCN(CCC)S(=O)(=O)c1ccc(C(=O)NCc2ccc3c(c2)OCO3)cc1
0.93	8	6	5	CCCCN(CC)C(=O)C1CCC(=O)N(c2ccc(OC)cc2)C1c1ccc(OC)c(OC)c1 (stereo not drawn)

Of the compounds above, two have a CF3 group:
Jurkat autofluor	VLA-4 antagonist	Prostate diff	VLA-4 agonist	Structure
1.6	2	5	0	Cc1nc2ccccc2nc1OCC(=O)Nc1cc(C(F)(F)F)ccc1N1CCOCC1
0.93	-14	5	1	FC(F)(F)c1cc(-c2ccccc2)nc(NCC2CCCO2)n1 (stereo not drawn)

Other results follow:
Jurkat autofluor	VLA-4 antagonist	Prostate diff	VLA-4 agonist	Structure
0.96	-15	1	7	CCN1CCN(C(=O)Cn2ncc3c2-c2ccccc2OC3)CC1
1	-14	20	-4	CN(C)CCC(=O)c1ccc(Cl)cc1
1	-20	5	-4	Cn1c(C(=O)N2CCCC(C(=O)NCCN3CCOCC3)C2)cc2sccc21 (stereo not drawn)
1	-14	14	2	Cc1nnc(NC2CCCCC2)[nH]c1=O
1.1	-9	11	-3	O=C1c2cccnc2C(Nc2ccc(S(=O)(=O)N3CCCCCC3)cc2)N1Cc1ccccc1 (stereo not drawn)
0.99	-2	10	1	COc1ccc(-n2c(=O)cc(N3CCN(Cc4ccccc4)CC3)[nH]c2=O)cc1
1	-12	6	7	COc1ccc(N2C(=O)CCC(C(=O)N3CCCCC3)C2c2ccc(OC)c(OC)c2)cc1 (stereo not drawn)
1	13	13	-2	Cc1nnc(NC(=O)c2ccc(S(=O)(=O)N3CCCCCC3)cc2)o1
1.1	10	0	-10	O=C(Nc1ccc2c(c1)OCCO2)C1CCCN(S(=O)(=O)c2cccs2)C1 (stereo not drawn)
1.1	5	11	2	CCOc1nc(OCC)nc(-n2cc(-c3ccccc3)nn2)n1
1.1	22	10	-9	Cc1nc2ccc(S(=O)(=O)N(C)CC(=O)N3CCc4ccccc4C3)cc2s1
0.97	-14	1	0	Cc1ccc(S(=O)(=O)N2CCOCC(=O)NCCOCCNC(=O)COCC2)cc1
1.1	-8	7	4	Cc1onc(-c2ccccc2)c1C(N)=O
1	8	11	7	O=C(NCCN1C(=O)C2C3C=CC(C3)C2C1=O)Nc1ccccc1O (stereo not drawn)
1	-5	2	-4	C=CCn1nnc2sc3c(c2c1=O)CCC(C)C3 (stereo not drawn)
0.98	-28	12	4	CCOc1c(C)cc2[nH]c(CCC(=O)O)nc2c1C
1.1	0	6	1	COc1ccc(-n2nnc3c(=O)n(C/C=C/c4ccccc4)cnc32)cc1

Assay outcomes: PubChem, NMMLSC
